Bioassay records from PubChem.
KB-3-1 cytotox: qHTS assay for MDR1-selective chemotherapeutics: Primary screen using the parental adenocarcinoma cell KB-3-1. KB-3-1 viability, CellTiter-Glo ATP luminescence, 72 h. Potency, µM (series often up to 46.1 µM), without a hit: at the top dose activity change, negative = cytotoxic, actives largely listed as cytotoxic. 400,000 tested, 1.4% active; note: potency is the fitted concentration of half-maximal effect; % is set by controls: 0 for no effect and ±100 for the full control effect; nearly all actives have a fitted effect of over 60% in size
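KB-3-1 cells, DMEM (no phenol red) + 10% FBS; compound by pin transfer, 72 h, 37 °C. Readout: CellTiter-Glo luminescence after 10 min. Data normalized, curve-fitted.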
IL1B secr inh: qHTS for Inhibitors of Inflammasome Signaling: IL-1-beta AlphaLISA Primary Screen. THP-1 LPS/ATP IL-1B secretion, AlphaLISA, 16 h; stronger effect = lower value. activity change, % at 57.5 µM. 360,000 tested, 4.7% active; in the data active = activity change below about -50%; inconclusive = mostly about -30% to -49%; note: % is set by controls: 0 for no effect and ±100 for the full control effect
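Secreted IL-1B measured by AlphaLISA bead assay after 16 h compound exposure of THP-1 cells; compounds (final up to 57.5 uM) added 1 h before LPS (250 ng/mL) and ATP (1.25 mM) stimulation; lower signal means less secretion.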
SW480 rereplic: A quantitative high throughput screen for small molecules that induce DNA re-replication in SW480 colon adenocarcinoma cells; SW480 DNA re-replication, Hoechst DNA content imaging, 48 h; Potency, µM (titrated, usually from 46.1 µM), for inactives: top-dose re-replication activation, hits mostly activators; 340,000 tested, 1.8% active; note: potency is the fitted concentration of half-maximal effect; % of control where 0% means no effect; nearly all actives have a fitted effect of over 55% in size
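Treated cells incubate 48 hr (37 C, 5% CO2), are stained 40 min with Hoechst, and nuclear fluorescence is enumerated; a rise in nuclei with high DNA signal marks re-replication.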
D3 antag: qHTS of D3 Dopamine Receptor Antagonist: qHTS. 360,000 tested, 2.5% active. D(3) dopamine receptor (Homo sapiens), P35462. D3R cells, DiscoveRx beta-arrestin luminescence, antagonist mode; stronger effect = lower value. max response, negative = inhibition, %. AID 652054, 2013; in the data active = max response below about -50%; inconclusive = no clear call, values can overlap the other calls; note: % is set by controls: 0 for no effect and ±100 for the full control effect; mostly tested at two doses, the higher about 12 µM
Target sequence (P35462 whole entry, looked up): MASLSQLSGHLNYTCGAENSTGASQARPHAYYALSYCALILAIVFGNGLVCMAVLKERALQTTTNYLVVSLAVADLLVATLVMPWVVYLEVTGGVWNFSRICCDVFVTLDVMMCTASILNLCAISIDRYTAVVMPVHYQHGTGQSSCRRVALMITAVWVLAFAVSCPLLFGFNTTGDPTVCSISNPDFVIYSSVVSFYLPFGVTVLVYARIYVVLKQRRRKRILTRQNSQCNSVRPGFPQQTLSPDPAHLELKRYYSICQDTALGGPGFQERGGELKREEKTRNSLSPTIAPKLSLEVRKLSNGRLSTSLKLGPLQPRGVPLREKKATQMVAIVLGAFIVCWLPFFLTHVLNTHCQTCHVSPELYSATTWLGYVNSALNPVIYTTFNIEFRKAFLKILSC
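Cells plated overnight at 1500 cells/well, then exposed to library compounds with dopamine controls for 90 minutes at 37 degrees C. DiscoveRx reagent added for 30–60 minutes at room temperature; luminescence read, quantitative HTS format.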
HT1080 IDH1KD tx: qHTS for induction of synthetic lethality in tumor cells producing 2HG: qHTS for the HT-1080-IDH1KD cell line; HT-1080 IDH1 knockdown viability, ATP luminescence, 48 h; Potency, µM (highest dose often 46.1 µM), without a hit: at the top dose activity, negative = toxicity, hits mostly cytotoxic; 360,000 tested, 2% active; AID 686971, 2013;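 note: potency is the fitted concentration of half-maximal effect; 0% = DMSO wells and -100% = cell-free medium wells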
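HT-1080-IDH1KD cells (IDH1 knocked down), 750/well in RPMI with 5% FBS, treated with compound 48 h at 37 degrees C. Viability by CellTiter-Glo luminescence, normalised to DMSO and no-cell wells; concentration-response curves classed.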
DRD3 agonist: qHTS of D3 Dopamine Receptor Agonist: qHTS | D3R DiscoveRx beta-arrestin cells, luminescence, 90 min | D(3) dopamine receptor (Homo sapiens), P35462 | 410,000 tested, 0.58% active | max activation, %; in the data active = max activation above about 30%; note: 0% is about no effect; mostly tested at two doses, the higher about 12 µM
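Cells at 1500/well, incubated overnight, then treated with pinned compounds (dopamine as control) for 90 min at 37 degrees C. DiscoveRx reagent added for 30 - 60 minutes at room temperature; luminescence read.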
KB-V1 cytotox: qHTS assay for MDR1-selective chemotherapeutics: Primary screen using the drug-selected MDR subline cells KB-V1 | KB-V1 MDR cells viability, CellTiter-Glo, 72 h | Potency, µM (titrated, usually from 46.1 µM), for inactives: at the top dose activity change, negative = cytotoxicity, actives largely listed as cytotoxic | 400,000 tested, 3.4% active; note: potency is the fitted concentration of half-maximal effect; % is set by controls: 0 for no effect and ±100 for the full control effect; nearly all actives have a fitted effect of over 60% in size
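Cytotoxicity via CellTiter-Glo luminescence after 72 h compound exposure at 37 degrees C. Cells: drug-selected KB-V1 line, DMEM phenol-red free plus 10% FBS. Compounds tested at multiple concentrations; normalized data fitted to concentration-effect curves.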
HT1080NT lethal: qHTS for induction of synthetic lethality in tumor cells producing 2HG: qHTS for the HT-1080-NT fibrosarcoma cell line. 360,000 tested, 1.6% active. HT-1080-NT fibrosarcoma viability, CellTiter-Glo ATP luminescence, 48 h. Potency, µM (series often up to 46.1 µM), inactives show at the top dose activity, negative = less viability, most hits filed as cytotoxic;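 note: NT is the 2HG producing partner of a matched IDH1 knockdown line; potency is the fitted concentration of half-maximal effect; 0% = DMSO-treated cells and -100% = media-only wells without cells; nearly all actives have a fitted effect of over 55% in size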
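A 48-hour cytotoxicity screen used HT-1080-NT cells plated 2 hours before compound delivery. ATP-based CellTiter-Glo luminescence measured viability, normalized to DMSO and no-cell controls.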
GLP1R ag: qHTS of GLP-1 Receptor Agonists. HEK293 GLP-1R CRE-luciferase, luminescence, 4-6 h; cells express a hypersensitive GLP-1R form. Glucagon-like peptide 1 receptor (Homo sapiens), P43220. AID 624172, 2012. Potency, µM (top dose mostly 45.6 µM), without a hit: at the highest dose activation, most hits filed as activators. 380,000 tested, 0.007% active; note: potency is the fitted concentration of half-maximal effect; % of control where 0% means no effect
Target sequence (P43220 whole entry, looked up): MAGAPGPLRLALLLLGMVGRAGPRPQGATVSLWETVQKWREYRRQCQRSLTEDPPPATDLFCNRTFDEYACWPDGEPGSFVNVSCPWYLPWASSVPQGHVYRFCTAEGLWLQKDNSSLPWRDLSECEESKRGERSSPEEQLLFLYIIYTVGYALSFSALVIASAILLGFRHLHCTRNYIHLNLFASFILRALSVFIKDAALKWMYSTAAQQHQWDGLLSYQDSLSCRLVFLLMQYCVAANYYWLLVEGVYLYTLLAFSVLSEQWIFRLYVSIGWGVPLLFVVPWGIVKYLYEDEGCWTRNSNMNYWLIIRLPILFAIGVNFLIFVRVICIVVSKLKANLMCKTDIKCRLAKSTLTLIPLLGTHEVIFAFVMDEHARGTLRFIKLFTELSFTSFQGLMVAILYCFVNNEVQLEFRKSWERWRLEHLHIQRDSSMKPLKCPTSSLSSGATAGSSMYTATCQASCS
Numbers without * were called inactive; u = inconclusive; x = no result given; [ ] = another dose, or the depositor's remark. Unless noted, calls come from the whole dose curve; as a rule, active = well fitted curve in the direction sought with a large enough effect; inconclusive = small, poorly fitted or top-dose-only effect, or another doubt; inactive = no such curve, though single readings can be large; an effect the other way counts as inactive or inconclusive.

SMILES	KB-3-1 cytotox	IL1B secr inh	SW480 rereplic	D3 antag	HT1080 IDH1KD tx	DRD3 agonist	KB-V1 cytotox	HT1080NT lethal	GLP1R ag
CN(C)/C=C/C(=O)c1ccc2noc(-c3cccc(F)c3)c2c1	7%	-18	-23%	-2	0%	0	-19%	-8%	-2%
N#Cc1cc(C#N)c(N2CCN(c3cccc(Cl)n3)CC2)nc1N	2%	-1	20%	53	u	13	18µM*	u	7%
CC(Oc1ccc(F)cc1)C(=O)Nc1cc(Cl)ccc1-n1cncn1 (stereo not drawn)	1%	-2	-2%	-11	-2%	-18	3%	0%	18%
CC(C)c1ccc(/C=N/NC(=O)c2nnn(-c3nonc3N)c2CN(C)C2CCCCC2)cc1	1%	33	16%	-6	30%	-13	-11%	u	1%
COc1cccc(C(=O)NNC(=O)Cc2csc(N)n2)c1	10%	-4	-4%	17	0%	6	6%	8%	0%
N#CCN(C(=O)COC(=O)CCCNC(=O)c1ccc(Cl)cc1)c1ccccc1	6%	3	-7%	40	-3%	-2	21µM*	6%	22%
CCOc1ccc(C2N(c3ccc(OC)cc3)C(=O)C3CCCN32)cc1OC (stereo not drawn)	-6%	5	2%	-12	1%	-1	0%	-2%	-1%
Cc1cc(Nc2ccccc2)n2nc(C)c(-c3ccccc3)c2n1	1%	-5	u	-4	-4%	7	u	4%	29%
COc1ccc(/C=N/N=C2/NC(=O)C(CC(=O)O)S2)cc1OS(=O)(=O)c1ccccc1 (stereo not drawn)	0%	25	-4%	-2	7%	2	-7%	13%	-1%
Cc1ccc(OCC(=O)NNC(=S)NC(=O)C2CCCCC2)c(C)c1	u	75	4%	-12	-8%	-3	-15%	-13%	-3%
O=C(Nc1cccc(S(=O)(=O)NC2=NCCCCC2)c1)C1COc2ccccc2O1 (stereo not drawn)	-8%	26	-5%	11	0%	2	-24%	0%	-3%
Cc1noc(C)c1C(=O)N1CCN(Cc2ccc3c(c2)OCO3)CC1	19%	-4	1%	-11	7%	-11	-6%	1%	-5%
CC(C)C1Cc2c(sc3[nH]c(=S)n(Cc4ccccc4)c(=O)c23)CO1 (stereo not drawn)	21µM*	0	u	-6	u	0	u	u	-9%
COc1cc(/C=C/C(=O)OCC(=O)Nc2cc(C)c(C)cc2[N+](=O)[O-])ccc1O	9%	11	-5%	10	5%	12	1%	-1%	0%
C#CCN(C[C@H]1[C@H](OC(=O)Nc2c(C)noc2C)[C@H](OC(=O)Nc2c(C)noc2C)C[C@@H](C(=O)OC)[C@H]1C(=O)OC)S(=O)(=O)c1ccc(C)cc1	-12%	-10	x	1	2%	-11	-18%	0%	-4%
O=C(c1cccnc1Cl)N(Cc1ccccc1)Cc1ccccc1	-22%	-67*	-1%	-9	-6%	-4	u	0%	8%
CC(C)(Nc1ccccc1)C(=O)c1ccccc1	0%	8	-7%	-8	3%	-5	-1%	-1%	6%
N=C(N)SCc1cn2ccccc2n1	0%	0	x	9	14%	-5	9%	21%	0%
Cc1cc(C)cc(OCC(=O)N2CCCCCC2)c1	-1%	-3	-5%	-9	-3%	0	-23%	5%	-9%
Cc1cccc2c(N)c3c(nc12)CCCC3 (tested in a mixture with another compound)	8%	-21	u	6	-4%	-9	-26%	3%	1%
CC(=O)/C=C\c1ccc(OC(=O)c2cccnc2)cc1	-4%	-5	18%	6	0%	-2	9%	1%	-5%
Cc1cc(/C=C2/C(=N)N3C(c4ccccc4)=CSC3=NC2=O)c(C)n1-c1ccc(Cl)cc1	21%	11	3%	1	5%	3	5%	15%	4%
Cc1ccc(-c2nn(-c3ccccc3)cc2/C=N/NC(=O)c2ccc(Br)o2)cc1	11%	-27	-3%	1	-23%	39*	-13%	-20%	-9%
Cc1cc(S(=O)(=O)N2CCN(c3ccc(F)cc3)CC2)ccc1-n1cnnn1	-2%	8	-96%[inhibitor]	1	0%	-4	-2%	-2%	11%
CC(=O)Nc1ccc(S(=O)(=O)NNC(=O)c2sc(=S)n(C)c2C)cc1	u	-5	-30%	-23	1%	-10	-30%	2%	-2%

Ordered by length of the SMILES (highest first): part of the list above.
SMILES	KB-3-1 cytotox	IL1B secr inh	SW480 rereplic	D3 antag	HT1080 IDH1KD tx	DRD3 agonist	KB-V1 cytotox	HT1080NT lethal	GLP1R ag
Cc1ccc(-c2nn(-c3ccccc3)cc2/C=N/NC(=O)c2ccc(Br)o2)cc1	11%	-27	-3%	1	-23%	39*	-13%	-20%	-9%
CC(C)C1Cc2c(sc3[nH]c(=S)n(Cc4ccccc4)c(=O)c23)CO1 (stereo not drawn)	21µM*	0	u	-6	u	0	u	u	-9%
CC(=O)/C=C\c1ccc(OC(=O)c2cccnc2)cc1	-4%	-5	18%	6	0%	-2	9%	1%	-5%

Entries above that have a cyano group:
SMILES	KB-3-1 cytotox	IL1B secr inh	SW480 rereplic	D3 antag	HT1080 IDH1KD tx	DRD3 agonist	KB-V1 cytotox	HT1080NT lethal	GLP1R ag
N#Cc1cc(C#N)c(N2CCN(c3cccc(Cl)n3)CC2)nc1N	2%	-1	20%	53	u	13	18µM*	u	7%
N#CCN(C(=O)COC(=O)CCCNC(=O)c1ccc(Cl)cc1)c1ccccc1	6%	3	-7%	40	-3%	-2	21µM*	6%	22%

Remaining list, next part:
SMILES	KB-3-1 cytotox	IL1B secr inh	SW480 rereplic	D3 antag	HT1080 IDH1KD tx	DRD3 agonist	KB-V1 cytotox	HT1080NT lethal	GLP1R ag
COc1ccc(/C=C(\C#N)C(=O)OCC(=O)NCc2ccccc2)cc1	u	7	10%	5	20%	2	u	18%	8%
CCc1ccccc1NC(=O)Cn1c(=O)n(-c2cccc(C)c2)c(=O)c2c1c1cc(OC)ccc1n2C	4%	x	x	x	x	1	u	x	-2%
COc1ccc(OC)c(C(=O)CC2OC(=O)c3ccccc32)c1 (stereo not drawn)	-24%	-19	2%	-21	u	1	3%	-29%	2%
C/C(=C\c1ccc2c(c1)OCO2)C(=O)c1c(C)cc(C)[nH]c1=O	9%	-23	-3%	-8	-6%	-2	22%	0%	-4%
Cc1ccc(NC(=O)c2c(Cl)n(C)c3ccccc23)cc1	u	-8	u	5	u	2	6.5µM*	-14%	5%
CC(=C1C2C=CC1C1C(=O)NC(=O)C21)c1ccccc1 (stereo not drawn)	-6%	8	0%	u	25%	-5	-7%	21%	-11%
O=C(Nc1cc(Cl)ccc1N1CCOCC1)c1ccc2c(c1)OCO2	-2%	u	x	50	2%	-1	-7%	6%	6%
Cc1c(NC(=S)NNC(=O)CCC(=O)O)c(=O)n(-c2ccccc2)n1C	8%	-10	-26%	-2	10%	-1	2%	6%	-1%
CCOc1ccccc1N1CC(C(=O)Nc2ccccc2N2CCCC2)CC1=O (stereo not drawn)	-5%	-18	u	7	15%	-20	0%	11%	4%
CC(C)c1ccc(C(=O)Nc2ccc(CN3CCOCC3)cc2)cc1	-28%	-55*	u	-12	-18%	-4	-28%	0%	20%
COc1ccc(-c2nc3ccccc3nc2-c2ccc(OC)c(OC)c2)cc1OC	1%	-14	20%	37	5%	-6	-8%	7%	21%
CC1CCN(C(=O)/C=C/c2ccc(C(C)(C)C)cc2)CC1	12%	-14	2%	6	1%	-16	u	7%	2%
O=C1NCCc2c1[nH]c1ccc([N+](=O)[O-])cc21	1.6µM*	u	10%	12	u	0	0.92µM*	-13%	4%
CCOc1ccc(-c2c(C(=O)N/N=C/c3ccncc3)nnn2-c2nonc2N)cc1	11%	4	-6%	-11	-29%	-4	-14%	u	15%
CC(C)(C)c1ccc(C(=O)NC(CC(=O)O)c2ccc(OC3CCCC3)cc2)cc1 (stereo not drawn)	2%	10	-7%	u	-7%	-1	-32%	-2%	-1%
COc1ccc(S(=O)(=O)N2CCC(C(N)=O)CC2)c2ccccc12	12%	0	-2%	-2	0%	5	5%	1%	1%
Cc1ccc(C)c2[nH]c(=O)c(CN(Cc3ccco3)C(=O)Nc3ccccc3)cc12	-13%	-23	-1%[9.22 µM]	-12	-26%	2	-27%	-14%	-6%
Cc1ccccc1NS(=O)(=O)c1ccc(Cl)cc1	0%	-13	-66%[inhibitor]	-23	0%	-12	-16%	-13%	15%
CN(Cc1ccccc1)C(=S)Nc1cccnc1	-8%	13	1%	8	9%	1	0%	5%	4%
COCc1nnc(NS(=O)(=O)c2c(C)cc(C)cc2C)s1	-2%	21	-6%	7	1%	3	4%	-1%	-3%
CCCCN(C)C(=O)c1ccc(Nc2nc(C(N)Cc3ccccc3)cs2)nc1 (stereo not drawn)	-7%	-7	x	-24	-27%	-5	0%	23µM*	-6%
Cc1ccn2cc(CCNS(=O)(=O)c3ccc(F)c(C(F)(F)F)c3)nc2c1	-2%	-9	3%	1	0%	-2	7%	-13%	-2%
CC(=O)c1cccc(OCc2cc(C(=O)NC(C)Cc3cccnc3)no2)c1 (stereo not drawn)	-2%	11	3%	-7	0%	-3	-12%	22%	-3%
O=C(CC1CC2CCC1C2)NC1CCCCCCC1 (stereo not drawn)	-4%	26	-5%	10	-3%	1	-3%	-2%	7%
COCCNC(=O)c1ccc(Cn2c(SCC(=O)NC(C)C)nc3ccccc3c2=O)cc1	-5%	x	x	x	x	0	1%	x	8%
Cc1ccccc1N=CC1=C(O)c2ccccc2C1=O	2%	-8	0%	-19	u	-10	-29%	u	-3%
Cc1cc(C)n(CC(O)COc2ccccc2[N+](=O)[O-])n1 (stereo not drawn)	8%	0	-4%	14	8%	9	8%	8%	1%
Cc1cc(C(=O)N2CCCC(N3CCN(c4ccc(F)cc4)CC3)C2)c(C)o1 (stereo not drawn)	-30%	-10	u	7	-20%	-8	u	-1%	-2%
